Bioassay records (PubChem)
ASM inhibitor = Inhibitors of Secretory Acid Sphingomyelinase (S-ASM): qHTS; Sphingomyelin phosphodiesterase (Homo sapiens), P17405; placental ASM, HMU-PC fluorogenic substrate, 60 min; Potency, µM (titrated, usually from 57.5 µM), for inactives: at the top dose activity change, negative = inhibition, usual class: inhibitors; hit rate 0.006% among 340,000; also: potency is read from the fitted curve at half-maximal effect
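Steps: dispense placental human ASM, pin compound, wait 10 min at room temperature, add HMU-PC0 substrate at 9 uM final, incubate 60 min at 37 °C, add stop solution raising pH to 10, read fluorescence.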
MBNL1-CUG inh = qHTS Assay for Inhibitors of MBNL1-poly(CUG) RNA binding; Muscleblind-like protein 1 (Homo sapiens), Q9NR56; Potency, µM (doses to about 57.5 µM), for inactives: at the highest dose activity change, negative = inhibition, usual class: inhibitors; TR-FRET MBNL1-His/biotin-(CUG)12 binding, 665/545 ratio; hit rate 0.036% among 280,000; active = well fitted inhibition curve with a large enough effect in the signal ratio, with a control signal flat, not every such curve was filed as active; inconclusive = small, poorly fitted or top-dose-only effect, or effect the other way, or a change in a side signal; inactive = no such curve, though single readings can be large or run the other way; the % refers to the signal ratio; also: potency is read from the fitted curve at half-maximal effect; % is scaled to controls: 0 for no effect and ±100 for the full control effect
Target sequence (Q9NR56 whole entry, looked up): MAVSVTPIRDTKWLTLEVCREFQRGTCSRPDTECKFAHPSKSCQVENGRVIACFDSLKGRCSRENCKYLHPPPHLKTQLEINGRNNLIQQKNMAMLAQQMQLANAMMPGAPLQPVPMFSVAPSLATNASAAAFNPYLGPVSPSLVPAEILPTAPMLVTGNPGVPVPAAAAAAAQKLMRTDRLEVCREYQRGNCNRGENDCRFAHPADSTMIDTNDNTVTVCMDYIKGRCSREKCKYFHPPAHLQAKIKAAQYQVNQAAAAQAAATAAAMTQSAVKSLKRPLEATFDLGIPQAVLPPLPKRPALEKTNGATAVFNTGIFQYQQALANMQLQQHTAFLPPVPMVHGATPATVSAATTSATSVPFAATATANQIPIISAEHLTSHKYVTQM
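MBNL1-His + Biotin-(CUG)12, cpd titration 92 nM–58 uM; Tb anti-His Ab 0.055 ng/ul, SA-XL665 5 nM (final); 60 min RT; ratiometric 665/545 nm, Ex 340 nm; normalized to buffer and full-complex controls.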
CXXC DNA block = qHTS Fluorescence Polarization Assay for Inhibitors of MLL CXXC domain - DNA interaction; MLL-CXXC / FITC-HOXA9 DNA fluorescence polarization; Potency, µM (titrated, usually from 115 µM), for inactives: at the highest dose activity change, negative = inhibition, usual class: inhibitors; hit rate 0.037% among 290,000; AID 2662, 2010; active = well fitted inhibition curve with a large enough effect in the polarisation, with a control signal flat, not every such curve was filed as active; inconclusive = small, poorly fitted or top-dose-only effect, or effect the other way, or a change in a side signal; inactive = no such curve, though single readings can be large or run the other way; the % refers to the polarisation; also: potency is read from the fitted curve at half-maximal effect
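Purified MLL-CXXC (added from a 7 uM solution) was preincubated 5 min at ambient with pinned compounds in 50 mM Tris-HCl pH 7.5, 50 mM NaCl, 1 mM DTT, 0.05% BSA. Fluorescein-labeled HOX-A9 DNA (50 nM solution) followed, 30 min, then polarization read.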
Integrin act MD = qHTS for Activators of Integrin-Mediated Alleviation for Muscular Dystrophy. AID 624291, 2012. hit rate 0.064% among 350,000. Potency, µM (top dose mostly 38.3 µM), for inactives: top-dose activation, usual class: activators. alpha7betagal myoblasts, beta-gal FDG fluorescence, 48 h;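 also: potency is read from the fitted curve at half-maximal effect; 100% = response of the positive control SU9516; nearly all actives have a fitted effect of over 60% in size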
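Alpha7betagal+/- myoblasts (passage 13) were plated 16-24 hr, then exposed to compounds (1:260 dilution of DMSO stock) for 48 hours at 37C. After MPER lysis, β-galactosidase reporter activity was read as FDG fluorescence (ex 480/em 540) after 30 minutes.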
TRPV1 agonist = HTS Assay for Compounds that Act as Agonists of the Vanilloid Receptor 1. hit rate 0.19% among 320,000. TRPV1-expressing cells, Fluo-8 calcium influx, agonist mode. Transient receptor potential cation channel subfamily V member 1 (Homo sapiens), Q8NER1. activation, % at 8.33 µM; in the data active = activation above about 80%; inconclusive = between about 30% and that limit; also: 0% is about no effect
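Fluo-8 calcium influx in TRPV1-expressing cells, kinetic read (ex 480/em 520 nm). Compound added and read 3 min for agonist activity, followed by capsaicin at EC20 final and 2 min further read for enhancement.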
Coupling enz = qHTS Assay for Inhibitors of Fructose-1,6-bisphosphate Aldolase from Giardia Lamblia: Coupling assay counterscreen; coupling enzyme system counterscreen, AmpLite Red fluorescence; activity change, negative = inhibition, % at 58.2 µM, hits read low; hit rate 0.67% among 290,000; in the data active = activity change below about -30%; also: % is scaled to controls: 0 for no effect and ±100 for the full control effect
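Fluorescence at 525 nm excitation and 598 nm emission measured inhibition of the coupled detection system without aldolase. Compounds (at 57.5 uM final) were preincubated 10 min at room temperature with coupling enzyme reagent before a 20 min substrate/AmpLite Red step.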
AT treatment = qHTS Assay for Identifying a Potential Treatment of Ataxia-Telangiectasia | […] A-T fibroblasts, KAP-1 phosphorylation AlphaLISA; neocarzinostatin DNA damage 30 min before lysis | Potency, µM (titrated, usually from 57.5 µM), without a hit: at the highest dose activation, most hits filed as activators | hit rate 0.19% among 320,000 | AID 485349, 2010; also: potency is read from the fitted curve at half-maximal effect; % of control where 0% means no effect; nearly all actives have a fitted effect of over 45% in size
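hTERT-immortalized A-T patient fibroblasts ([…]), 500 cells/well in OPTI-MEM, 1% FBS, got compounds for 60 min, then NCS for 30 min at 37C. Lysates were then assayed for phospho-KAP-1 by AlphaLISA (anti-pKAP1 donor, anti-KAP1 acceptor beads), 6 hr at 25C.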
KCNH2 WT inh = qHTS for Inhibitors of KCHN2 3.1: Wildtype qHTS | activity change, % at 1.84 µM | hit rate 0.37% among 340,000 | U2OS, BacMam KCNH2, thallium flux FluxOr; stronger effect = lower value | Voltage-gated inwardly rectifying potassium channel KCNH2 (Homo sapiens), Q12809 | AID 720551, 2013;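 active = maximum activity change below -70%; inconclusive = maximum activity change between -70% and -50%; inactive = maximum activity change above -50%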; also: % is scaled to controls: 0 for no effect and ±100 for the full control effect
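U2OS cells transduced with wild-type KCNH2 virus are loaded with FluxOr dye for 45 min, and thallium flux is measured in kinetic reads before and after stimulation buffer. Rate constants are normalized to DMSO controls.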
KCNH2 3.1 inh = qHTS for Inhibitors of KCHN2 3.1: Mutant qHTS; Potassium voltage-gated channel subfamily H member 2, brain isoform KCNH2 3.1 (human); U2OS KCNH2 3.1, thallium flux FluxOr; stronger effect = lower value; activity change, % (tested at about 1.8 µM); hit rate 0.95% among 340,000; AID 720553, 2013;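 active = maximum activity change below -70%; inconclusive = maximum activity change from -70% to -50%; inactive = maximum activity change above -50%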;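 also: thallium influx rate constant from kinetic fluorescence after stimulation buffer; % is scaled to controls: 0 for no effect and ±100 for the full control effect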
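Channel expression came from 3.1 mutant virus (1.77 x 10^8 /mL) applied to suspended U2OS cells for 4 h. Flux was tracked with FluxOr dye plus Red40 quencher, and kinetic rate constants normalized to controls.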
GALK inhibitor = qHTS Assay for Inhibitors of Human Galactokinase (GALK). hit rate 0.007% among 270,000. Potency, µM (titrated, usually from 57.5 µM), for the others: at the highest dose activity change, negative = inhibition, actives largely listed as inhibitors. Purified GALK, Kinase-Glo residual ATP luminescence. P51570; also: potency is read from the fitted curve at half-maximal effect; % is scaled to controls: 0 for no effect and ±100 for the full control effect
Target sequence (P51570 whole entry, looked up): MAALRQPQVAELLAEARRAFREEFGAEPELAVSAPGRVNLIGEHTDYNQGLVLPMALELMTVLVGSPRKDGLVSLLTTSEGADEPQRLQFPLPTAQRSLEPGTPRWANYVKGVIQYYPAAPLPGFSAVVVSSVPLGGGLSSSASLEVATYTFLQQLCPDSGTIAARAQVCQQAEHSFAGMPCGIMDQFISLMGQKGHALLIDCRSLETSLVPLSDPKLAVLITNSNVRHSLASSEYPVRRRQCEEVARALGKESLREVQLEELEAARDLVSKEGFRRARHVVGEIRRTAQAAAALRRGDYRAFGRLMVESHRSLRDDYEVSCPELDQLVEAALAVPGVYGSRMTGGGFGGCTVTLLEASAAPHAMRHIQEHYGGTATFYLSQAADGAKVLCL
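Human GALK (5 nM) with 35 uM ATP and 100 uM galactose in 20 mM HEPES pH 8.0, 5 mM MgCl2, 60 mM NaCl, 1 mM DTT, 0.01% BSA. After 1 h at room temperature, leftover ATP was read by Kinase-Glo Plus luminescence.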
The depositor's hits bear a star; [ ] = remark or other dose. Unless noted, calls follow the shape of the dose curve; as a rule, active = well fitted curve in the direction sought with a large enough effect; inconclusive = small, poorly fitted or top-dose-only effect, or another doubt; inactive = no such curve, though single readings can be large; an effect the other way counts as inactive or inconclusive.

How did CC(=O)c1cccc(NC(=O)C2C(c3ccccc3)C2(Cl)Cl)c1 (configuration not stated) do in these assays?
ASM inhibitor: -6%; MBNL1-CUG inh: -4%; CXXC DNA block: 9%; Integrin act MD: -24%; TRPV1 agonist: inconclusive; Coupling enz: 0; AT treatment: -4%; KCNH2 WT inh: 21; KCNH2 3.1 inh: -6; GALK inhibitor: 7%

How did CN(c1ccc(OCCOc2ccccc2Cl)cc1)S(=O)(=O)c1ccccc1 do in these assays?
ASM inhibitor: 0%; Integrin act MD: -42%; AT treatment: 6%; KCNH2 WT inh: 27; KCNH2 3.1 inh: -13

What do the screens show for `O=C(Nc1c(S(=O)(=O)c2ccccc2)csc1Br)c1ccccc1Cl`?
ASM inhibitor: 3%; MBNL1-CUG inh: -7%; CXXC DNA block: -4%; Integrin act MD: -13%; TRPV1 agonist: 1; Coupling enz: 4; AT treatment: 4%; KCNH2 WT inh: -2; KCNH2 3.1 inh: 12

What do the screens show for `C#CCOCCOCCOCCNc1nc(N2CCN(C(=O)Cn3cc(CCCCN)nn3)CC2)nc(N2CCN(C(=O)[C@H](C)n3cc(CCC(=O)O)nn3)CC2)n1`?
ASM inhibitor: 4%; Integrin act MD: 23%; KCNH2 WT inh: 4; KCNH2 3.1 inh: -5

How did CCOC(=O)c1cc(=O)[nH]c2ccccc12 do in these assays?
ASM inhibitor: 29%; MBNL1-CUG inh: 20%; CXXC DNA block: 1%; Integrin act MD: 12%; TRPV1 agonist: -1; Coupling enz: 0; AT treatment: -1%; KCNH2 WT inh: -2; KCNH2 3.1 inh: -5; GALK inhibitor: 2%

How did CCN(C[C@H]1N[C@@](C)(C(=O)OC)[C@H]2C(=O)N(C)C(=O)[C@@H]12)S(=O)(=O)c1ccc(OC)cc1 do in these assays?
ASM inhibitor: 6%; Integrin act MD: 3%; AT treatment: -1%; KCNH2 WT inh: 8; KCNH2 3.1 inh: 3

How did COc1cc(/C=N/Nc2nncn2N)ccc1OCc1c(C)no[n+]1[O-] do in these assays?
ASM inhibitor: 0%; CXXC DNA block: 0%; Integrin act MD: -17%; TRPV1 agonist: 0; Coupling enz: -38*; AT treatment: 12%; KCNH2 WT inh: 3; KCNH2 3.1 inh: -3; GALK inhibitor: 1%

How did O=C(Nc1cccnc1Cl)c1cc(-c2cccc(O)c2)on1 do in these assays?
ASM inhibitor: 0%; MBNL1-CUG inh: 7.1µM*; CXXC DNA block: 6%; Integrin act MD: -11%; TRPV1 agonist: -1; Coupling enz: 3; AT treatment: 3%; KCNH2 WT inh: -1; KCNH2 3.1 inh: -9; GALK inhibitor: 3%

Results for O=C(NCCc1ccccc1)C(=O)NCC1(c2ccccc2)CCCC1 ?
ASM inhibitor: 3%; MBNL1-CUG inh: 1%; CXXC DNA block: 2%; Integrin act MD: 15%; TRPV1 agonist: 11; Coupling enz: 4; AT treatment: -8%; KCNH2 WT inh: 2; KCNH2 3.1 inh: -5; GALK inhibitor: -2%

How did COc1ccc(Cl)cc1Nc1nc(C)cc(C)c1C(N)=O do in these assays?
ASM inhibitor: -2%; MBNL1-CUG inh: inconclusive; CXXC DNA block: -14%; Integrin act MD: -4%; TRPV1 agonist: -4; Coupling enz: -3; AT treatment: 4%; KCNH2 WT inh: -4; KCNH2 3.1 inh: -17; GALK inhibitor: 0%

Results for Cn1cccc1-c1cc(C(=O)N/N=C/c2ccc([N+](=O)[O-])cc2)[nH]n1 ?
ASM inhibitor: -1%; MBNL1-CUG inh: 17%; CXXC DNA block: -6%; Integrin act MD: 2%; TRPV1 agonist: 0; Coupling enz: 0; AT treatment: 8%; KCNH2 WT inh: -1; KCNH2 3.1 inh: -12; GALK inhibitor: 16%

How did Cc1cc(C)cc(CC2CC(=O)N(c3cc(C)on3)C2=O)c1 (configuration not stated) do in these assays?
ASM inhibitor: -1%; MBNL1-CUG inh: -11%; CXXC DNA block: 27%; Integrin act MD: -6%[7.66 µM]; TRPV1 agonist: 15; Coupling enz: 3; KCNH2 WT inh: -6; KCNH2 3.1 inh: 0; GALK inhibitor: -3%

Results for O=C(c1ccc(N2C(=O)C3CC=C(Cl)CC3C2=O)cc1)N1CCOCC1 (configuration not stated) ?
ASM inhibitor: 4%; MBNL1-CUG inh: -8%; CXXC DNA block: -13%; Integrin act MD: 4%; TRPV1 agonist: 0; Coupling enz: -1; AT treatment: 1%; KCNH2 WT inh: -7; KCNH2 3.1 inh: 9; GALK inhibitor: 0%

How did CC(C)OCCCNC(=O)[C@H]1N2C(=O)c3ccccc3C2SC1(C)C (some centres not stated) do in these assays?
ASM inhibitor: 2%; MBNL1-CUG inh: 6%; CXXC DNA block: 2%; Integrin act MD: 4%; TRPV1 agonist: 2; Coupling enz: 1; AT treatment: 0%; KCNH2 WT inh: -24; KCNH2 3.1 inh: -1; GALK inhibitor: -1%

Results for Brc1ccc(Br)c2cnccc12 ?
ASM inhibitor: 0%; Integrin act MD: 20%; KCNH2 WT inh: 8; KCNH2 3.1 inh: 2

2 successive entries out of the list so far, quoted:
How did COc1ccc(Cl)cc1Nc1nc(C)cc(C)c1C(N)=O do in these assays?
ASM inhibitor: -2%; MBNL1-CUG inh: inconclusive; CXXC DNA block: -14%; Integrin act MD: -4%; TRPV1 agonist: -4; Coupling enz: -3; AT treatment: 4%; KCNH2 WT inh: -4; KCNH2 3.1 inh: -17; GALK inhibitor: 0%

Results for Cn1cccc1-c1cc(C(=O)N/N=C/c2ccc([N+](=O)[O-])cc2)[nH]n1 ?
ASM inhibitor: -1%; MBNL1-CUG inh: 17%; CXXC DNA block: -6%; Integrin act MD: 2%; TRPV1 agonist: 0; Coupling enz: 0; AT treatment: 8%; KCNH2 WT inh: -1; KCNH2 3.1 inh: -12; GALK inhibitor: 16%

The results go on.
What do the screens show for `CC(C)=NNc1nc2c(c(=O)[nH]c(=O)n2C)n1CCCc1ccccc1`?
ASM inhibitor: -2%; MBNL1-CUG inh: -11%; CXXC DNA block: -10%; Integrin act MD: -21%; TRPV1 agonist: 5; Coupling enz: 2; AT treatment: inconclusive; KCNH2 WT inh: -19; KCNH2 3.1 inh: 2; GALK inhibitor: 1%

What do the screens show for `O=C(CSc1ccc(-c2nc3ccccc3[nH]2)cn1)Nc1ccc(S(=O)(=O)NC2CC2)cc1`?
ASM inhibitor: -24%; MBNL1-CUG inh: inconclusive; CXXC DNA block: 29%; Integrin act MD: 0%; TRPV1 agonist: 2; Coupling enz: -3; AT treatment: -3%; KCNH2 WT inh: 8; KCNH2 3.1 inh: -16; GALK inhibitor: 0%

How did CN(C)/C=C(\C#N)c1nc2ccccc2[nH]1 do in these assays?
ASM inhibitor: 3%; MBNL1-CUG inh: -5%; CXXC DNA block: 1%; Integrin act MD: 21%; TRPV1 agonist: 1; Coupling enz: 1; AT treatment: 6%; KCNH2 WT inh: -3; KCNH2 3.1 inh: 5; GALK inhibitor: -4%

What do the screens show for `Cc1ccccc1NCC(=O)N/N=C\c1ccc2c(c1)OCO2`?
ASM inhibitor: -1%; MBNL1-CUG inh: 8%; CXXC DNA block: -4%; Integrin act MD: -5%; TRPV1 agonist: 14; Coupling enz: 2; AT treatment: -4%; KCNH2 WT inh: 7; KCNH2 3.1 inh: 6; GALK inhibitor: 8%

How did COc1ccccc1-c1nc2ccccc2nc1-c1ccccc1 do in these assays?
ASM inhibitor: 9%; MBNL1-CUG inh: 8%; CXXC DNA block: 8%; Integrin act MD: inconclusive; TRPV1 agonist: 25; Coupling enz: -2; AT treatment: 0%; KCNH2 WT inh: 13; KCNH2 3.1 inh: -25; GALK inhibitor: 2%

What do the screens show for `COc1ccccc1CCCNC(=O)C1CCC(=O)N(Cc2ccccc2F)C1` (configuration not stated)?
ASM inhibitor: -1%; MBNL1-CUG inh: inconclusive; CXXC DNA block: 0%; Integrin act MD: 2%; TRPV1 agonist: 7; Coupling enz: 0; AT treatment: 5%; KCNH2 WT inh: -9; KCNH2 3.1 inh: inconclusive; GALK inhibitor: 2%
